Compound activity from PubChem.
T cruzi growth – inhibitors of T. cruzi proliferation; inhibition, % at 8.34 µM; 77,000 tested, 5.9% active; T. cruzi beta-gal in NIH3T3, GalScreen luminescence, 90 h;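 active means mean inhibition above about 93%, with at least 55% of replicates each passing it, limit read from the data, passing the limit was not always enough; inconclusive means only one of those two conditions holds; inactive means neither condition holds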
C diff HTS – inhibitors of Clostridium difficile growth; growth activity, negative = inhibition, % at 16 µg/mL (by protocol); Clostridium difficile clinical isolate growth, OD600, 24 h; stronger effect = lower value; 86,000 tested, 0.25% active; AID 1259249;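 active means mean growth activity at or below -80% and every replicate also at or below -80%; inconclusive means mean at or below -80% but some replicate above -80%; inactive means mean growth activity above -80%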;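 further: 0% = DMSO wells and -100% = levofloxacin 16 µg/mL wells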
Pf Dd2 growth – P. falciparum Dd2 growth inhibition; activity change, % at 10 µM; SYBR Green, 72 h; stronger effect = lower value; AID 1159554; 94,000 tested, 2.3% active; in the data active means activity change below about -80%; inconclusive means no clear call, values can overlap the other calls
KDM4C inh – KDM4C (human) demethylase inhibition | 96,000 tested, 0.15% active | inhibition, % at 12.5 µM | GST-KDM4C 2-372, H3K9me3 peptide, LANCE TR-FRET;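 active means mean replicate inhibition above about 25%, with at least 55% of replicates also reaching it, limit read from the data, passing the limit was not always enough; inconclusive means only one of those two conditions met; inactive means neither condition met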
Target sequence (Q9H3R0 2-372 limits assumed): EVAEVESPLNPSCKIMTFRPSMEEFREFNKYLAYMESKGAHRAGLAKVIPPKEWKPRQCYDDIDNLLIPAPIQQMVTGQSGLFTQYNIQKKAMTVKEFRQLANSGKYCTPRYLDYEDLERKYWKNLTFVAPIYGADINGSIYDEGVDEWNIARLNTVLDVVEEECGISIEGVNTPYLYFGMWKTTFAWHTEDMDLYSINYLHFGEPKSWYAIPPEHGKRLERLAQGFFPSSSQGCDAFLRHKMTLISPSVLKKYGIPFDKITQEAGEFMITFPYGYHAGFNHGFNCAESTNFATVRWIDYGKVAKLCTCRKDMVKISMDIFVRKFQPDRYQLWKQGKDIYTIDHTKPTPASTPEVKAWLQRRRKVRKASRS
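Test system: N-terminal GST-fused human GASC-1 (KDM4C) fragment, residues 2-372; quantity: GASC-1 enzyme at 10 nM final in reaction; dosing: single dose; schedule: 30 min demethylation and 1 h detection at room temperature; signal: LANCE TR-FRET, excitation 340 nm, emissions 618 and 671 nm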
An asterisk follows results filed as active; ? = inconclusive; / = not tested or not shown; & = joins results of further samples.

SMILES	T cruzi growth	C diff HTS	Pf Dd2 growth	KDM4C inh
CN(C[C@@H]1N[C@H](CO)[C@@H]1c1ccc(C2=CCCC2)cc1)S(C)(=O)=O	69	0	-46	-3.0
CCOC(=O)N(C)C[C@@H]1OCc2cnnn2CCCC(=O)N([C@H](C)CO)C[C@@H]1C	13&11	/	-8&6	0.1
C[C@H]1CN([C@@H](C)CO)C(=O)CCCn2nncc2CO[C@@H]1CN(C)S(=O)(=O)c1ccc(Oc2ccccc2)cc1	66	/	-6	-0.8
C[C@H]1CN([C@@H](C)CO)C(=O)c2cc(NC(=O)CCCCCC(=O)Nc3ccccc3N)ccc2O[C@@H]1CN(C)Cc1ccncc1	-23	-3	21	-3.1
CC=Cc1ccc2n(c1=O)C[C@@H]1[C@@H](CO)[C@H](C(=O)NCCc3cn(C)cn3)[C@H]2N1C(=O)C1CCC1 (mixture of isomers)	/	3	44	8.1
COc1ccccc1S(=O)(=O)N[C@@H]1C=C[C@H](CC(=O)N2CCN(C)CC2)O[C@H]1CO	47	-8	6	0.8
CO[C@@H]1CN(C)C(=O)c2ccc(NC(=O)Nc3cccc(F)c3)cc2OC[C@H](C)N(C(=O)Nc2c(C)noc2C)C[C@@H]1C	/	/	13	0.5
C[C@@H]1CN([C@H](C)CO)S(=O)(=O)c2ccc(C3=CCCC3)cc2O[C@@H]1CN(C)Cc1ccccn1	/	0	-3	1.5
COc1ccc(CN(C)C[C@@H]2OCCCC[C@H](C)Oc3ccc(NS(=O)(=O)c4ccc(OC)cc4)cc3C(=O)N([C@@H](C)CO)C[C@@H]2C)cc1	30	-4	-53	0.9
O=C(NC1CCCC1)N1CC(=O)N2[C@@H](CO)[C@H](c3ccc(-c4cccc(F)c4)cc3)[C@@H]2C1	/	-10	-30	/
CO[C@@H](CN(C)Cc1cc(F)ccc1F)[C@H](C)CN([C@H](C)CO)S(=O)(=O)c1ccc(F)cc1	13	/	-24	-0.3
C[C@H](CO)N1C[C@H](C)[C@H](CN(C)Cc2ccc(C(F)(F)F)cc2)Oc2ccc(NS(=O)(=O)c3ccccc3)cc2CC1=O	/	1	3	0.0
Cn1cnc(S(=O)(=O)N2C[C@H](O)COC[C@@H]3O[C@H](CC(=O)NC4CCC4)CC[C@H]32)c1	/	0&-1	10	-4.3
COc1cccc(S(=O)(=O)N(C)C[C@@H]2Oc3ncc(C#CCN(C)C)cc3C(=O)N([C@H](C)CO)C[C@@H]2C)c1	-17&-5	0&1	-11&-12	1.9
CNC(=O)C[C@@H]1CC[C@@H]2[C@H](COC[C@H](O)CN2S(=O)(=O)c2cccc(Cl)c2)O1	-80	3&-1	9	0.4
C[C@@H]1CN([C@H](C)CO)C(=O)c2cc(N(C)C)ccc2O[C@@H]1CN(C)S(=O)(=O)c1cn(C)cn1	-27	1	50	4.3
Cc1ccc(S(=O)(=O)N(C)C[C@H]2Oc3ccc(NC(=O)CCC(F)(F)F)cc3C(=O)N([C@H](C)CO)C[C@H]2C)cc1	22	-2	0	1.8
C[C@H]1CN([C@@H](C)CO)S(=O)(=O)c2ccc(C#Cc3ccncc3)cc2O[C@H]1CN(C)C(=O)C1CCC1	-55	5	-21	-0.8
COc1ccc(S(=O)(=O)N[C@H]2CC[C@H](CC(=O)N3CCC(Cc4ccccc4)CC3)O[C@@H]2CO)cc1	47	-7	9	-2.0
CCCN1CC2(C1)CN(C(=O)CN1CCOCC1)[C@H](CO)c1c2c2ccc(OC)cc2n1C	/	-8	-23	1.1
O=C(C[C@H]1C=C[C@H](NC(=O)Nc2cc(F)ccc2F)[C@H](CO)O1)NCc1ccccn1	-3	0	24	1.0
C[C@@H]1CN([C@@H](C)CO)C(=O)c2cc(NC(=O)Cn3cnnn3)ccc2O[C@@H]1CN(C)Cc1ccccc1	-6	0	-5	2.3
CO[C@H](CN(C)S(=O)(=O)c1ccc(C)cc1)[C@@H](C)CN(Cc1ccccc1Cl)[C@@H](C)CO	70	/	-25	-0.5
C[C@H]1CN([C@@H](C)CO)C(=O)c2cc(C#Cc3ccc(F)cc3)cnc2O[C@H]1CN(C)C(=O)Nc1ccc(F)cc1	47	/	31	-4.1
C[C@@H]1CCCCO[C@@H](CN(C)S(=O)(=O)c2ccccc2)[C@H](C)CN([C@H](C)CO)C(=O)c2cc(NC(=O)Nc3ccc(C(F)(F)F)cc3)ccc2O1	86	4	-76	1.0
C[C@@H]1CN([C@@H](C)CO)C(=O)c2cc(C#Cc3ccccc3F)cnc2O[C@@H]1CN(C)C	74	9	-38	2.6
C[C@H](CO)N1C[C@H](C)[C@@H](CN(C)C(=O)C2CC2)Oc2cc(C#Cc3cccnc3)ccc2S1(=O)=O	20	0	-14	-1.4
CCC(=O)N1CC2(C1)[C@@H](c1ccccc1)[C@H](CO)N2C(=O)c1cccnc1	/	-5	30	-2.7
O=C(C1CCOCC1)N1CC(=O)N2[C@H](CO)[C@H](c3ccc(-c4ccccc4F)cc3)[C@H]2C1	/	2	-49	-1.0
COc1ccc(NC(=O)Nc2ccc3c(c2)[C@@H]2C[C@@H](CC(=O)NCC4CC4)O[C@H](CO)[C@@H]2O3)cc1	-35	1	6	-2.4
C[C@@H]1CN([C@@H](C)CO)C(=O)c2cccc(NC(=O)c3ccc(-c4nccs4)cc3)c2O[C@H]1CN(C)S(C)(=O)=O	3	-1	-5	0.4
C[C@H]1CN([C@@H](C)CO)C(=O)c2cccc(NS(C)(=O)=O)c2O[C@H]1CN(C)C(=O)Nc1ccc2c(c1)OCO2	-6	0	18	1.9
C[C@@H]1CN([C@@H](C)CO)C(=O)CCCn2nncc2CO[C@@H]1CN(C)Cc1ccccc1C(F)(F)F	44	/	-5	1.0
C[C@H]1CN([C@@H](C)CO)C(=O)Cc2cc(NC(=O)C3CC3)ccc2O[C@H]1CN(C)C	-3	1	3	-0.2
O=S(=O)(NCC[C@@H]1CC[C@H](NS(=O)(=O)c2ccccc2Cl)[C@H](CO)O1)c1ccc(F)cc1	82	-4	-21	-1.5
Cc1ccc(S(=O)(=O)N(C)C[C@H]2Oc3c(NS(=O)(=O)c4cn(C)cn4)cccc3C(=O)N([C@@H](C)CO)C[C@@H]2C)cc1	8	/	22	-5.2
C[C@@H]1CN([C@H](C)CO)C(=O)c2cccc(NC(=O)C3CCCCC3)c2O[C@H]1CN(C)C(=O)Nc1ccc2c(c1)OCO2	21	0	-26	4.2
C[C@H](CO)N1C[C@H](C)[C@H](CN(C)C(=O)Nc2ccc(F)cc2)Oc2c(NC(=O)Nc3ccc(F)cc3)cccc2C1=O	60	10	5	-1.9
CO[C@@H]1CN(C)C(=O)c2ccc(NS(=O)(=O)c3ccc(Cl)cc3)cc2OC[C@@H](C)N(C(=O)Cc2cccnc2)C[C@H]1C	8	/	-10	0.0
COCC(=O)Nc1ccc2c(c1)OC[C@@H](C)N(CCc1ccccc1)C[C@H](C)[C@@H](OC)CN(C)C2=O	61	/	-29	1.6
C[C@H](CO)N1C[C@H](C)[C@H](CN(C)Cc2cccc(C(=O)O)c2)OCc2cnnn2CCCC1=O	-26	/	12	0.7
COc1cccc(-c2ccc3c(c2)O[C@@H](CN(C)C(C)=O)[C@@H](C)CN([C@@H](C)CO)S3(=O)=O)c1	0	1	-22	-3.1
C[C@@H]1CN([C@H](C)CO)C(=O)c2cccc(NC(=O)Nc3ccccc3)c2O[C@H]1CN(C)S(=O)(=O)c1ccc(Cl)cc1	33	1	2	-0.3
Cc1ccc(S(=O)(=O)N[C@@H]2CC[C@@H](CC(=O)NCc3ccc(Cl)c(Cl)c3)O[C@H]2CO)cc1	20	2	-24	-0.7
O=C(Nc1ccccc1F)N1CC(=O)N2[C@H](CO)[C@@H](c3ccc(C#CC4CCCC4)cc3)[C@@H]2C1	/	-9	32	-0.2
O=C(NCC[C@@H]1CC[C@H](NS(=O)(=O)c2cccc(F)c2)[C@@H](CO)O1)c1cnccn1	-48	1	11	-0.2
COCC(=O)N1CC2(CN(C(=O)c3cccnc3)C2)c2c([nH]c3cc(OC)ccc23)[C@H]1CO	/	5	-5	-0.1
CC(C)NC(=O)N(C)C[C@H]1Oc2ccc(NC(=O)Nc3ccc(C(F)(F)F)cc3)cc2CC(=O)N([C@H](C)CO)C[C@@H]1C	36	-2	-32	-0.1
COc1ccc2c3c([nH]c2c1)[C@@H](CO)N(C(=O)c1cnccn1)CC31CN(S(C)(=O)=O)C1	/	-3	-56	-0.1
CCCNC(=O)NC[C@H]1[C@@H](c2ccc(C3=CCCCC3)cc2)[C@H](CO)N1C(C)=O	40	2	-1	3.0
Cc1noc(C)c1S(=O)(=O)N(C)C[C@H]1OCCCC[C@H](C)Oc2ccc(NC(=O)Nc3ccc4c(c3)OCO4)cc2C(=O)N([C@@H](C)CO)C[C@@H]1C	?	-7	-78	-0.9
O=C(C[C@H]1CC[C@@H]2[C@H](COC[C@H](O)CN2Cc2ccc(Cl)cc2)O1)NCc1cccc(F)c1	/	16&9	17	1.7
C[C@@H]1CCCCO[C@@H](CN(C)Cc2ccc3c(c2)OCO3)[C@@H](C)CN([C@H](C)CO)C(=O)c2cc(NC(=O)Nc3ccc4c(c3)OCO4)ccc2O1	41	/	4	0.1
